Growth percent in the NCI-60 one-dose screen (48 h, 10 µM unless noted): 100 = growth as untreated, 0 = no growth, -100 = all killed.
HL-60(TB) – HL-60(TB) leukemia cells; 78,000 compounds, 9% hits; AID 1794776; active = growth percent below 10
* = called active by the depositor; & = joins results of further samples; ! = not active in a repeat. This is a subset; rates above refer to the full screens.

compound	HL-60(TB)
O=C1c2ccc(O)cc2C(=O)c2c1ccc(O)c2O	63
NC(CCc1ccccc1)c1ccccc1 (stereo unspecified)	94
CC(Cl)C(=O)OCCCc1ccccc1 (stereo unspecified)	101
CC(C)C1=C[C@@]23CC[C@@H]4[C@](C)(CCC[C@]4(C)C(=O)N4CCOCC4)[C@H]2C[C@@H]1[C@H]1C(=O)OC(=O)[C@H]13	92
CCCCCCCCCCCCCCCC[n+]1cccc(C#N)c1	30
CC(=O)Nc1ccc(/C=C/C=C\c2cccc([N+](=O)[O-])c2)cc1	59
O=C(CCc1nnc(/C=C/c2ccccc2)o1)c1nc2ccccc2[nH]1	59
COc1ccc(/C=C/C(c2cc(OC)c(OC)c(OC)c2)n2cncn2)cc1 (stereo unspecified)	-18*
COc1ncc(-n2c(C(=O)N3CC(F)C3)cc3cccnc32)cc1Cl	99
CC(C)=CC/C=C(/C)[C@H]1CC[C@]2(C)[C@@H]1CC[C@@H]1[C@@]3(C)C/C(=C/c4ccccc4)C(=O)C(C)(C)[C@@H]3CC[C@]12C	27
Cc1nc2ccccc2nc1-c1ccc([N+](=O)[O-])cc1	104
O=C1C(=O)N(Cc2ccc(-c3ccccc3)cc2)c2ccc(OC(F)(F)F)cc21	18
NC1[C@H](c2c[nH]c3ccccc23)c2c([nH]c3ccccc23)[C@H]1c1c[nH]c2ccccc12 (stereo partly specified)	119
C[C@@H](Nc1c(C#N)cnc2ccc(-c3cnc(N)nc3)cc12)c1ccccc1	8.5*
CCc1cccc2c3c(sc12)C(c1ccc(OC)cc1)C(C#N)=C(N)O3 (stereo unspecified)	100
CCCCOS(=O)(=O)c1ccc(C)cc1	106

Another view of two compounds above.
CC(C)=CC/C=C(/C)[C@H]1CC[C@]2(C)[C@@H]1CC[C@@H]1[C@@]3(C)C/C(=C/c4ccccc4)C(=O)C(C)(C)[C@@H]3CC[C@]12C
  HL-60(TB): 27
COc1ncc(-n2c(C(=O)N3CC(F)C3)cc3cccnc32)cc1Cl
  HL-60(TB): 99

Continuation.
compound	HL-60(TB)
CC(C)C1C2=C(NCCN1C(=O)C1CCCC1)C(C)(C)N(Cc1ccccc1)C2=O (stereo unspecified)	93
CCOC(=O)C[N+]1(CC(=O)OCC)CCCCC1	108
C/C(=C(/C)C1CC1CCNS(=O)(=O)c1ccc(C)cc1)c1cc(C(C)(C)C)cc(C(C)(C)C)c1 (stereo unspecified)	68
CCCNc1nc(N(C)O)nc(N(C)O)n1	3.5*
Nc1ccc(F)cc1-c1n[nH]c(=O)[nH]c1=O	103
COc1nccc2c(-c3cccc(F)c3)nc(N)nc12	93
CCCS(=O)(=O)Nc1ccc(C(=O)/C=C2/C(=O)Nc3ccccc32)cc1	94
CN(C)c1ccc(C=NCCN=Cc2ccc(N(C)C)cc2)cc1	124

3 compounds picked at random from those above, as already listed:
compound	HL-60(TB)
CN(C)c1ccc(C=NCCN=Cc2ccc(N(C)C)cc2)cc1	124
Nc1ccc(F)cc1-c1n[nH]c(=O)[nH]c1=O	103
CCCNc1nc(N(C)O)nc(N(C)O)n1	3.5*

Continuation:
compound	HL-60(TB)
Cc1nc2sc(C(=O)N3CCN(c4ccccc4)CC3)c(N)c2c(C)c1Br	98
COc1cccc(-c2cc(-c3ccc(N)cc3)[nH]c(=O)c2C#N)c1	107
CCCCOC(=O)c1ccc(Cl)cc1	97
C(=N\Nc1nn[nH]n1)/c1ccccc1	84
COc1ccc(/C=C2\C=C(c3ccc(OC)cc3)N(C(=S)NN)NC2=O)cc1	85
O=c1oc2ccc(O)cc2cc1-c1c[nH]c2ccccc12	55
O=C1NC(=O)/C(=C/c2ccc(Cl)c(Cl)c2)S1	89
CCOC(=O)C1=C(C)NC(C)=C(C(=O)OCC)C1C	73
Cc1ccccc1NC(=O)/C=C/c1ccc(OCCCOc2ccc3c(C)cc(=O)oc3c2)cc1	95
NC(=O)c1ncn([C@@H]2O[C@H](CO)[C@@H](O)[C@H]2O)c1N	98
Cc1nn(-c2ccccc2)c(Cl)c1/C=C1\N=C(c2ccccc2)N(C(=O)c2ccccc2)NC1=O	65
CC(Oc1ccc(Cl)cc1)c1ccccc1 (stereo unspecified)	94
COc1cc(-c2nc3sccn3c2-c2ccnc(NCCNS(=O)(=O)c3ccc(Cl)cc3)n2)ccc1F	9.6*
COC1OC(CO)C(OC)C(O)C1NC(O)COCCOC(O)CNC(=S)N=Nc1c(O)[nH]c2ccc(F)cc12 (stereo unspecified)	101
CC1=C[C@H]2O[C@@H]3C[C@H]4OC(=O)/C=C\C=C\[C@H]([C@@H](C)O)OCC/C(C)=C/C(=O)OC[C@@]2(CC1)[C@]4(C)[C@]31CO1	-45*
CC(=O)Nc1ccc(S(=O)(=O)/N=C(/C2CCCC2C)N2CCOCC2)cc1 (stereo unspecified)	100&98
COC(=O)c1ccc(CSc2nnc(-c3c(C)nc4ccc(C)cn34)o2)cc1	97
N#Cc1ccc(/C=C/C(=O)c2ccccc2)cc1	-16*!
CCCCCCCCCCCCCCCCNC(=S)N/N=C/c1ccc(Cl)cc1Cl	83
C#CCOc1ccc(/C=N/Nc2nc(-c3ccc(OC)cc3)cs2)cc1OC	27
CC1(C)OB(c2ccccc2NC(=O)Nc2ccc(F)cc2)OC1(C)C	97
O=c1c2ccccc2[nH]n1CCCN1CCCCC1	96
CCSc1oc(C)nc1[P+](c1ccccc1)(c1ccccc1)c1ccccc1	7.2*
Nc1ccc(-n2nc3c(c2-c2ccccc2)-c2oncc2CC3)cc1	86
COc1ccc(-c2nc(SCC(C)C)nc(N/N=C\c3ccc(OC)c(OC)c3)c2C#N)cc1	91
O=C(c1ccc(O)cc1)[C@@H]1[C@@H]2CCCN2[C@@]2(C(=O)N(C(=O)c3ccc(F)cc3)c3ccccc32)[C@H]1c1ccc(F)cc1	79
COc1c(C)c(C)c(OC)c2c1[nH]c(=O)c1c3ncccc3cn21	82
CCCCCCCCCCCCCCCCNC(=S)N/N=C/c1cc(Br)ccc1O	41
COC(=O)[C@H](NS(=O)(=O)N(c1cccc(F)c1)C1CCN(Cc2ccc(F)cc2)CC1)C(C)C	44
O=C(/C=C/c1cc(Cl)ccc1Cl)Nc1ncc(Cc2ccc(Cl)cc2)s1	-7.2*
O=S(=O)(NCCNc1nccc(-c2c(-c3cccc(O)c3)nc3occn23)n1)c1ccc(C(F)(F)F)cc1	79
Nc1nc(N)c(N=Nc2ccc(S(=O)(=O)Nc3ccccn3)cc2)c(=O)[nH]1	96
O=C(O)CCC(=O)c1cccc([N+](=O)[O-])c1	108
Cc1ccc2c(c1)Cc1c(C(=O)NN3CCCCC3)nn(-c3ccc(Cl)cc3Cl)c1-2	82
CCC1=C(c2ccc(OC)cc2)C(C)(C)Oc2c1ccc(O)c2CN1CCCC1	-25*
CCc1cc(OC(=O)N2CCN(CCC(C)(COC(C)(C)C)COC(C)(C)C)CC2)ccc1Nc1cc(-c2ccc(-n3cccn3)cc2)[nH]n1	67
O=C1c2ccccc2C(=O)c2c1cccc2S(=O)(=O)O	100
O=C(O)CCC(NC(=O)c1ccccc1C(=O)O)C(=O)O (stereo unspecified)	104
O=C1c2ccccc2C(=O)c2c(N=Nc3sc(=S)[nH]c3O)cccc21	87
COc1ccc(-c2nc(N/N=C/c3ccco3)nc(N3CCOCC3)c2C#N)cc1	95

Exported as labelled records: 4 of the compounds above
Cc1nn(-c2ccccc2)c(Cl)c1/C=C1\N=C(c2ccccc2)N(C(=O)c2ccccc2)NC1=O
- HL-60(TB): 65
CC(Oc1ccc(Cl)cc1)c1ccccc1 (stereo unspecified)
- HL-60(TB): 94
COc1cc(-c2nc3sccn3c2-c2ccnc(NCCNS(=O)(=O)c3ccc(Cl)cc3)n2)ccc1F
- HL-60(TB): 9.6*
COC1OC(CO)C(OC)C(O)C1NC(O)COCCOC(O)CNC(=S)N=Nc1c(O)[nH]c2ccc(F)cc12 (stereo unspecified)
- HL-60(TB): 101

(listing goes on)
compound	HL-60(TB)
Nc1ccc2c(c1Br)Cc1ccccc1-2	56
O=C(/C=C/c1coc(-c2ccc(F)cc2)n1)c1ccc(F)cc1	94
C[C@]1(Cn2ccnn2)C(C(=O)O)N2C(=O)CC2S1(=O)=O (stereo partly specified)	92
CN1C(=O)c2c3c(cc4cccc1c24)C(C)(C)NC3=O	92
CS(=O)(=O)Nc1cccc(NS(C)(=O)=O)c1	93
O=S(=O)(c1ccccc1)c1no[n+]([O-])c1-c1ccncc1	99
COc1ccc(-c2c3c(C)nn(-c4ccccc4)c3nc3nc[nH]c(=O)c23)cc1	99
COc1ccc(C(=O)/C=C/c2cccnc2Nc2cc(OC)c(OC)c(OC)c2)cc1	-23*

The results go on:
mol | HL-60(TB)
CCOC(=O)c1cc(CC)sc1N | 95
CCOC(=O)N1CCN(Cc2c(O)ccc3ccccc23)CC1 | 98
Cc1ccc(-c2ccc(Cl)cc2)n1-c1ccc(-c2nc3ccc(F)cc3s2)cc1 | 37
COc1cc(OC)cc(-c2cc(-c3c[nH]c4ccccc34)nc(-c3c[nH]c4ccccc34)c2C#N)c1 | 102
O=C(Cc1cccc2ccccc12)N/N=C/c1ccc2c(c1)CCC2 | 68
O=C(C[n+]1ccccc1)c1ccc(I)cc1 | 105
COC(=O)c1ccc(NC(=O)Cn2cc(CN3CCN(c4ccnc5cc(Cl)ccc45)CC3)nn2)cc1 | 83
CCN(CC)CC(O)CO (stereo unspecified) | 104
CC[C@H](Nc1ncnc2nc[nH]c12)c1nc2cccc(CCCCC(=O)NO)c2c(=O)n1-c1ccccc1 | 96
Cc1nc2ccccc2c(=O)n1-c1ccccc1F | 89
Nc1nnc(-c2c[nH]c3ncccc23)c(-c2c[nH]c3ccc(Br)cc23)n1 | 42
CN1CCC(CNc2cc(C3(C(=O)Nc4cc(C(=O)Nc5ccc(Cl)c(C(F)(F)F)c5)ccc4F)CC3)ncn2)CC1 | -7.8*
COc1ccc(-c2nc3c(c(C)nc4c3nnn4-c3ccccc3)c(=O)o2)cc1 | 108
COc1cc(C2CC(c3cccc(Nc4ccncc4)c3)=NN2C(C)=O)cc(OC)c1OC (stereo unspecified) | 95
O=C(Nc1ccc(S(=O)(=O)F)cc1)Oc1ccc([N+](=O)[O-])cc1 | 133
CCCCCCCCCCCCCCCc1ccc(N)c(OC2OC(CO)C(O)C(O)C2O)c1 (stereo unspecified) | 23
COC(=O)C(CC(=O)Nc1ccc(F)cn1)c1ccc(C(F)(F)F)cc1 (stereo unspecified) | 106
COc1cc(-c2nc(-c3nnc(-c4ccccc4)o3)c3ccccn23)cc(OC)c1OC | 84
O=C1/C(=C/c2ccc(B(O)O)cc2)Oc2cc(O)ccc21 | 100
CC(=O)c1cc2c(cc1O)C(C)(C)CCC2(C)C | 100
O=C(O)CNC1=NCCN1 | 99
COc1ccc(S(=O)(=O)NCCCNc2cc(-c3cn(C(C)(C)C)nc3-c3cccc(OC)c3)ccn2)cc1 | 97&106
COc1ccc([N+](=O)[O-])cc1 | 102
COc1cc(/C=N/NC(=O)CSc2nc3sc4c(c3c(=O)n2-c2ccc(Cl)cc2)CCCC4)ccc1OCc1ccccc1 | 101
CN1C(=O)C(C2=NNC(c3ccccc3C(=O)O)C2)C(=O)N(C)C1=O (stereo unspecified) | 96
COc1cc(-c2cn(-c3ccc(Cl)cc3)c(=O)n2C(C)=O)cc(OC)c1OC | 101
COc1ccc(-c2nocc2-c2cc(OC)c(OC)c(OC)c2)cc1 | -15*
CSc1ccc2c(c1)N(C(=O)/C(C#N)=C/c1c[nH]c3ccccc13)c1ccccc1S2 | 13
NCCCCCCCCCCN | 97
CCC1NC(=O)c2cc(S(N)(=O)=O)c(Cl)cc2N1 (stereo unspecified) | 120
Nc1nc(=O)[nH]c2ccc(S(=O)(=O)c3ccc(Cl)cc3)cc12 | 93
O=C(Nc1cccc(Cl)c1)c1cc(Cl)ccc1O | -32*
C=C1[C@H](OC(=O)C(C)C)[C@@H](OC(C)=O)[C@@H](OC(=O)c2cccnc2)C(C)(C)/C=C/[C@@H](C)C(=O)[C@@]2(O)C[C@H](C)[C@H](OC(=O)C(C)C)[C@@H]2[C@H]1OC(C)=O | 111
C[C@]12CCc3nc(Nc4cccc(O)c4)sc3C1=CC[C@@H]1[C@@H]2CC[C@]2(C)/C(=N\NC(N)=S)CC[C@@H]12 | 11
COc1ccc(C(=O)/C=C/c2ccc(Oc3nc(NCCO)nc(N4CCOCC4)n3)c(OC)c2)cc1 | 15
c1cn2cc(-c3ccsc3)nc(-c3ccc4c(c3)ncn4C3CCCCC3)c2n1 | 82
CCCCCCCCCCCCCCC(=O)N[C@@H](CCC(=O)N[C@@H](CSc1ccc([N+](=O)[O-])cc1[N+](=O)[O-])C(=O)NCC(=O)OCC)C(=O)Oc1ccccc1C1CC(=O)c2ccccc2O1 (stereo partly specified) | 103
CCc1c2c(nc3ccc(OCc4ccc(B(O)O)cc4)cc13)-c1cc3c(c(=O)n1C2)COC(=O)[C@]3(O)CC | -41*
CCc1cccc2c1S/C(=C/c1ccc(Cl)cc1)C2=O | 94
O=C(CSc1nnc(COc2cnc3ccccc3n2)o1)Nc1ccc(Cl)cc1 | 85
O=C(Nc1nc(-c2c[nH]c3ccccc23)cs1)c1n[nH]c(=O)c2ccccc12 | 16
CCCCCCOc1cccc(/C=C2\N=C3SCCCN3C2=O)c1 | 96
CC(C)NS(=O)(=O)c1ccc(NCc2ccccc2F)c([N+](=O)[O-])c1 | 91
COc1cc2c(cc1OCCCN1CCN(c3ncnc4ccccc34)CC1)N=CC1CCCN1C2=O (stereo unspecified) | -53*
O=C1CN(Cc2ccncc2)C(=O)[C@H](Cc2ccc(O)cc2)N1 | 114
N#Cc1ccc(C(=O)NNC(=O)CSc2nc3sc4c(c3c(=O)n2-c2ccc(Cl)cc2)CCCC4)cc1 | 67
[O-][n+]1ccccc1S | 109
CCSc1nnc(C2=CC(=O)c3ccccc3C2=O)n1-c1ccc(Cl)cc1 | 26

Compound activity deposited in PubChem by NCI.
